D2 antagonist = antagonizes the human D2 dopamine receptor; actives 2% (n = 340,000); AID 485344; inhibition, % at 10 µM; HEK293 TREx D2 cells, calcium flux, dopamine EC80; in the data active = inhibition above about 30%; also: 0% is about no effect
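Tetracycline-induced HEK293 TREx cells expressing D2 receptor forced-coupled to calcium signalling, loaded with no-wash calcium dye. Compounds added and calcium flux read 180 s, then dopamine added at EC80 and read a further 180 s.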
D2 agonist = agonists of human D2 dopamine receptor; HEK293 T-REx D2 cells, calcium flux agonist mode; P14416; activation, % at 2 µM; actives 0.53% (n = 340,000);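 active = activation over 3 SD above normal in the single-dose calcium agonist read, cut at about 30% in these data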; also: 0% is about no effect
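Calcium-flux readout, 1 cycle/sec over 180 s following compound pin transfer, in inducible HEK293 Trex D2 cells (force-coupled); dopamine controls included. Positive calcium responses during this window marked compounds as potential agonists.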
TrxR1 inh = inhibitors of rat thioredoxin reductase 1. O89049. recombinant rTrxR1, NADPH fluorescence consumption, selenite substrate. Potency, µM (highest dose often 114 µM), for the others: at the top dose activity change, negative = inhibition, hits mostly inhibitors. actives 1% (n = 390,000). AID 588453; also: potency is read from the fitted curve at half-maximal effect; % is scaled to controls: 0 for no effect and ±100 for the full control effect; nearly all actives have a fitted effect of over 65% in size
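Rat TrxR1 (90 nM in the dispensed reagent) was pre-reduced with 400 uM NADPH for 5 min at room temperature, then incubated with compound for 15 min. After 400 uM selenite was added, NADPH fluorescence (Ex 340/Em 450 nm) was followed for 8 min.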
TRHR PAM = allosterically enhances the human TRH receptor; P34981; TRHR cells, fluo-8 calcium fluorescence, EC20 TRH enhancement; enhancement, % at 2 µM; actives 0.66% (n = 360,000); AID 493056; in the data active = enhancement above about 30%; also: 0% is about no effect
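TRHR-expressing cells loaded with fluo-8 calcium dye were read kinetically (ex 480/em 530) during compound addition, then stimulated with an EC20 of TRH (10 nM final). Enhancement of the Gq-mediated intracellular calcium response was scored.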
TrxR1 substrate = rat thioredoxin reductase 1 substrate activity; O89049; purified TrxR1 substrate turnover, NADPH consumption readout; Potency, µM (highest dose often 114 µM), for inactives: top-dose activity change, negative = substrate turnover; actives 0.01% (n = 390,000); also: potency is read from the fitted curve at half-maximal effect; % is scaled to controls: 0 for no effect and ±100 for the full control effect; nearly all actives have a fitted effect of over 50% in size
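Rat TrxR1, dispensed at 90 nM, was prereduced with 400 uM NADPH (final) for 5 min at ~22 deg C, then incubated with compound 15 min before 400 uM selenite. A first-read NADPH fluorescence drop versus no-compound background flagged substrates.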
Pin1 inh = blocks the human prolyl isomerase Pin1; Pin1 FP peptide displacement, HiFluor488, 10 min; Potency, µM (top dose mostly 115 µM), for the others: top-dose activity, negative = inhibition, hits mostly inhibitors; actives 0.009% (n = 390,000); AID 504891; active = well fitted inhibition curve with a large enough effect in the polarisation, with a control signal flat, not every such curve was filed as active; inconclusive = small, poorly fitted or top-dose-only effect, or effect the other way, or a change in a side signal; inactive = no such curve, though single readings can be large or run the other way; the % refers to the polarisation; also: potency is read from the fitted curve at half-maximal effect; % is scaled to controls: 0 for no effect and ±100 for the full control effect
Target sequence (Q13526 whole entry, looked up): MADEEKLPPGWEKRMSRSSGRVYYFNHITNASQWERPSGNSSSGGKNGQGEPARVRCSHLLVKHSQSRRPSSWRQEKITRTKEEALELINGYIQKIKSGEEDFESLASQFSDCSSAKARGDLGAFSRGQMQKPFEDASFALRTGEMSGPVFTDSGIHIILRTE
TRHR agonist = activates the human TRH receptor | P34981 | TRHR cells, calcium flux fluo-8, FDSS agonist mode | activation, % at 2 µM | actives 0.18% (n = 360,000) | AID 493084; in the data active = activation above about 30%; also: 0% is about no effect
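Fluo-8-loaded TRHR cells; 10 s baseline, compound added, kinetic Ca2+ fluorescence read 1/s, agonist mode.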
USP1-UAF1 inh = inhibitors of human USP1/UAF1 deubiquitinase. O94782. recombinant USP1/UAF1, Ub-Rhodamine cleavage fluorescence. Potency, µM (top dose mostly 57.1 µM), for the others: at the top dose activity change, negative = inhibition, most hits filed as inhibitors. actives 0.23% (n = 390,000); also: potency is read from the fitted curve at half-maximal effect; % is scaled to controls: 0 for no effect and ±100 for the full control effect; nearly all actives have a fitted effect of over 60% in size; inactives centre near -12
Target sequence (O94782 whole entry, looked up): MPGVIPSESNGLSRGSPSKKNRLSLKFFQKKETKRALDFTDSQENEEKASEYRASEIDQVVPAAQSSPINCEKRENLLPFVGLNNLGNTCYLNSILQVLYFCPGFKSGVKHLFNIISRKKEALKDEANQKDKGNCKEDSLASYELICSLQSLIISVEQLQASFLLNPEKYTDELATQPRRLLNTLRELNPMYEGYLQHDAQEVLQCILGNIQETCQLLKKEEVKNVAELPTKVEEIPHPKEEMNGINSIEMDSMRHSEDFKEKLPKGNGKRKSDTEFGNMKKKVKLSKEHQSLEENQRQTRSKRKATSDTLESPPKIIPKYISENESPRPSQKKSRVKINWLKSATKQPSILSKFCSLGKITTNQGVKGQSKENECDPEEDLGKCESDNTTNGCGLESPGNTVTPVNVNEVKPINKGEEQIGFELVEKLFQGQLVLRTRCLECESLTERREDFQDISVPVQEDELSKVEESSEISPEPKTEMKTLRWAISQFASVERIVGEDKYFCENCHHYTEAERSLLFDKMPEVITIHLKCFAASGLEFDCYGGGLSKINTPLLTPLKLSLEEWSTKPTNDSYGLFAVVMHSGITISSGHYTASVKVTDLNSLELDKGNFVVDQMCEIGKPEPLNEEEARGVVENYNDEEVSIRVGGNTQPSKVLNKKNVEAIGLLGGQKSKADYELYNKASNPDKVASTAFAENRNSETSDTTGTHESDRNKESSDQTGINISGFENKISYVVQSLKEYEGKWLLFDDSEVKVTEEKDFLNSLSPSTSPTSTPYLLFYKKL
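Step one: compound is pinned into 1nM USP1/UAF1 in HEPES pH 7.8 buffer with TCEP. Step two: 15 min room-temperature incubation. Step three: Ub-Rho (150nM final) starts cleavage, tracked by fluorescence over six one-minute reads.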
IDH1 R132H inh = blocks human mutant IDH1 R132H enzyme; O75874; IDH1-R132H enzyme, NADPH consumption, diaphorase/resazurin fluorescence; Potency, µM (doses to about 76.6 µM), without a hit: top-dose activity change, negative = inhibition, usual class: inhibitors; actives 0.093% (n = 390,000); also: potency is read from the fitted curve at half-maximal effect; % is scaled to controls: 0 for no effect and ±100 for the full control effect; nearly all actives have a fitted effect of over 65% in size
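IDH1-R132H (0.5 ug/mL) preincubated 30 min with compound, then NADPH (0.016 mM) and alpha-KG (2 mM) added; 80 min at RT, pH 7.5. Remaining NADPH coupled via diaphorase/resazurin to fluorescence (540/590 nm); concentration-response curves normalized to no-enzyme control.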
An asterisk follows results filed as active; ? = inconclusive; . = not tested or not shown; [ ] = remark or other dose. Unless noted, calls follow the shape of the dose curve; as a rule, active = well fitted inhibition curve with a large enough effect; inconclusive = small, poorly fitted or top-dose-only effect; inactive = no such curve, though single readings can be large or run the other way. Some of the compounds tested. The share of hits here may be higher or lower than overall.

Labels used below – A = D2 antagonist; B = D2 agonist; C = TrxR1 inh; D = TRHR PAM; E = TrxR1 substrate; F = Pin1 inh; G = TRHR agonist; H = USP1-UAF1 inh; I = IDH1 R132H inh
> COc1ccccc1-n1c(C)nnc1SCC(=O)NCc1ccccc1
  A: -6; B: -0.2; C: 12%[57.1 µM]; D: -6; E: 7%[57.1 µM]; F: ?; G: 0.5; H: -14%; I: 0%
> CCOC(=O)C1CCC(CN(Cc2cccc(Br)c2)S(=O)(=O)c2ccc(C)cc2)CC1 (stereo not drawn)
  A: .; B: -0.6; C: 19%[57.1 µM]; D: -3; E: -3%[57.1 µM]; F: -1%; G: 2.3; H: -13%; I: 4%
> CN(C)c1nc(-c2cn(CCC#N)c3ccccc23)cs1
  A: -1; B: 0.6; C: 3%[57.1 µM]; D: 2; E: 8%[57.1 µM]; F: ?; G: -0.1; H: -19%; I: -3%
> Cc1ccc(Cn2c(=O)n(-c3cc(C)cc(C)c3)c(=O)c3oc4ccccc4c32)cc1
  A: .; B: 0.5; C: 34%; D: -3; E: 14%; F: 23%; G: 0.3; H: -11%; I: -3%
> COc1ccc(C(=O)NNC(=O)c2cnccn2)cc1[N+](=O)[O-]
  A: 8; B: -0.3; C: 8%; D: -1; E: 0%; F: 0%; G: 0.0; H: -19%; I: 0%
> O=C(CCS(=O)(=O)c1ccccc1)N(Cc1cccnc1)c1nc2ccc(F)cc2s1
  A: .; B: 0.1; C: 3.2µM*; D: 14; E: 1%[57.1 µM]; F: 0%; G: -0.5; H: -25%; I: -17%
> COc1cc(OC)cc(C(=O)NC(=S)N(Cc2ccccc2)C(C)C)c1
  A: 3; B: 0.3; C: 6%[57.1 µM]; D: -9; E: 6%[57.1 µM]; F: 1%; G: -0.4; H: -15%; I: 8%
> COc1cc(/C=N/NC(=O)c2cccnc2)ccc1OCC(=O)Nc1ccc(C)cc1
  A: -6; B: -0.5; C: 126%[activator]; D: -3; E: 176%[activator]; F: ?; G: -0.7; H: -17%; I: -3%
> COC(=O)c1scc(C)c1NC(=O)CSc1ccc(Cl)cc1
  A: 4; B: -2.2; C: 4%[57.1 µM]; D: -4; E: -2%[57.1 µM]; F: 3%; G: -1.7; H: -10%; I: 4%
> Cc1ccc(-c2onc(C)c2C)cc1S(=O)(=O)NC1CCC(C)CC1 (stereo not drawn)
  A: .; B: -0.9; C: 3%[57.1 µM]; D: -7; E: -3%[57.1 µM]; F: 4%; G: 0.6; H: -20%; I: 9%
> O=c1[nH]cccc1-c1nc2ccccc2n1Cc1ccccc1F
  A: 4; B: 0.8; C: 13%; D: 9; E: 208%[activator]; F: -5%; G: 0.1; H: -19%; I: 14%
> CCC(C)Sc1ccc([C@@H]2[C@@H]3C(=O)N(C)C(=O)[C@@H]3[C@]3(C(=O)OC)CCCCN23)cc1 (stereo partly drawn)
  A: -1; B: -0.7; C: ?; D: 2; E: -19%; F: -4%; G: 0.4; H: ?; I: -1%
> O=c1c(Cl)c(Cl)cnn1Cc1ccc(F)cc1
  A: 2; B: -0.8; C: ?; D: -2; E: 7%; F: -2%; G: -2.0; H: -21%; I: 8%
> CCCCC(CC)Cn1c(N)c(C#N)c2nc3ccccc3nc21 (stereo not drawn)
  A: -5; B: -0.4; C: 52%[activator]; D: 11; E: 57%[activator]; F: -1%; G: -0.3; H: -12%; I: -23%
> Fc1ccccc1Cn1nnc(-c2ccc3c(c2)OCO3)n1
  A: 14; B: -0.1; C: 12%; D: -6; E: -1%; F: 3%; G: 0.2; H: -4%; I: -2%
> CC(=O)Nc1scc(C)c1-c1nc2ccccc2s1
  A: 23; B: -0.7; C: 25%[57.1 µM]; D: -3; E: 9%[57.1 µM]; F: 16%; G: -0.5; H: ?; I: -6%
> COC(=O)C1=C(C)N(CCc2ccc(OC)cc2)C(=O)C1
  A: -3; B: 0.9; C: 0%[57.1 µM]; D: 13; E: 8%[57.1 µM]; F: 3%; G: -0.4; H: 8%; I: 5%
> O=C(CC(=O)N1CCN(c2ccccn2)CC1)Nc1ccc2nc3n(c(=O)c2c1)CCCCC3
  A: -1; B: 0.3; C: 29%; D: 0; E: 6%; F: 0%; G: -0.1; H: 7%; I: -6%
> COc1ccc(/C=N/Nc2nc(-c3cccc(S(=O)(=O)N4CCCC4)c3)cs2)c(OC)c1
  A: 11; B: 0.6; C: -13%; D: 23; E: -3%; F: 3%; G: 0.5; H: -5%; I: 1%
> C=CCn1c(CSCc2ccccc2)nnc1SCC(=O)N1CCN(c2ccccc2)CC1
  A: 7; B: -0.5; C: ?; D: -9; E: -4%; F: -10%; G: -1.0; H: -17%; I: 7%
> Cc1cc(=O)[nH]c(NN=Cc2cc(Br)ccc2O)n1
  A: .; B: .; C: 27%[11.4 µM]; D: .; E: 19%[11.4 µM]; F: 4%; G: .; H: -18%; I: 1%
> COc1cccc(N2CCN(c3ccc4nnc(CCC(=O)Nc5cc(C)ccn5)n4n3)CC2)c1
  A: 0; B: 0.0; C: -6%; D: 5; E: -8%; F: ?; G: 1.2; H: -16%; I: -3%
> COc1ccc(NC(=O)C(NC(=O)Cc2cccs2)c2ccccc2)cc1 (stereo not drawn)
  A: -20; B: 0.4; C: -3%; D: 4; E: -2%; F: 9%; G: 0.3; H: -11%; I: 3%
> COCC(=O)N1CCC(Oc2ccc(C(=O)N3C[C@H]4CC[C@H]3C4)cc2)CC1
  A: 0; B: 0.7; C: 10%; D: 4; E: 1%; F: -15%; G: 0.7; H: -7%; I: 3%
> CC(C)CNC(=O)[C@H](Cc1ccccc1)NC(=O)c1cccs1
  A: 8; B: 0.3; C: 8%[57.1 µM]; D: -5; E: 5%[57.1 µM]; F: 3%; G: 0.0; H: -20%; I: -1%
> CC(C)C12CN3CCN(CC(C3)/C1=N\NC(=O)Nc1ccccc1)C2
  A: -1; B: 0.9; C: -7%; D: 4; E: -6%; F: -19%; G: 0.3; H: -5%; I: 3%
> CN1/C(=C\C(=O)COC(=O)c2ccc(O)cc2)C(C)(C)c2ccccc21
  A: 9; B: -0.6; C: -11%; D: 0; E: 3%; F: 27%; G: 0.0; H: -24%; I: -2%
> O=C(O)C1C2C=CC(C2)C1C(=O)NCCCc1ccccc1 (stereo not drawn)
  A: -26; B: 1.4; C: -6%; D: 1; E: -8%; F: 3%; G: 0.5; H: -1%; I: 0%
> CC(C)[C@H](NC(=O)OCc1ccccc1)C(=O)OCc1ccccc1
  A: -20; B: 2.6; C: 1%; D: 2; E: -6%; F: -5%; G: 0.1; H: ?; I: 3%
> CCOC(=O)N1CCN(c2ccnc3cc(Cl)ccc23)CC1
  A: -15; B: -2.0; C: 17%; D: -1; E: -2%[0.0914 µM]; F: -6%; G: -0.4; H: -6%; I: 6%
> COC(=O)c1cc(C(=O)NCCCN2CCOCC2)cc([N+](=O)[O-])c1
  A: 1; B: -0.4; C: 0%[57.1 µM]; D: 1; E: -4%[57.1 µM]; F: 1%; G: 0.0; H: 7%; I: 11%
> COc1ccc(OCCC(=O)OCC(=O)NC2CCCCCCC2)cc1
  A: 11; B: -2.9; C: -1%; D: -2; E: -3%; F: -2%; G: -0.5; H: -25%; I: 2%
> Cc1ccc(NC(=O)COc2ccccc2C#N)cc1S(=O)(=O)N1CCCCCC1
  A: -11; B: 0.8; C: 28%; D: -12; E: 8%; F: 19%; G: 0.7; H: -9%; I: 0%
> CC(=O)C(=Cc1ccc(O)cc1)C(C)=O
  A: 3; B: -1.5; C: 3%[57.1 µM]; D: 11; E: 0%[57.1 µM]; F: -12%; G: -1.3; H: -7%; I: 14%
> CCOc1ccc(Nc2cc(C(=O)NCc3ccccc3Cl)c3ccccc3n2)cc1
  A: .; B: -0.5; C: -2%; D: -3; E: 14%; F: -10%; G: 0.1; H: -15%; I: -20%
> COc1ccc(CCNC(=O)COc2ccc(N(C)S(=O)(=O)c3ccc(Cl)cc3)cc2)cc1
  A: 6; B: 0.5; C: 30%[57.1 µM]; D: -5; E: 11%[57.1 µM]; F: 12%; G: 0.8; H: -19%; I: 10%

Of the compounds above, these have a Cl atom:
Labels used below – A = D2 antagonist; B = D2 agonist; C = TrxR1 inh; D = TRHR PAM; E = TrxR1 substrate; F = Pin1 inh; G = TRHR agonist; H = USP1-UAF1 inh; I = IDH1 R132H inh
> COC(=O)c1scc(C)c1NC(=O)CSc1ccc(Cl)cc1
  A: 4; B: -2.2; C: 4%[57.1 µM]; D: -4; E: -2%[57.1 µM]; F: 3%; G: -1.7; H: -10%; I: 4%
> O=c1c(Cl)c(Cl)cnn1Cc1ccc(F)cc1
  A: 2; B: -0.8; C: ?; D: -2; E: 7%; F: -2%; G: -2.0; H: -21%; I: 8%
> CCOC(=O)N1CCN(c2ccnc3cc(Cl)ccc23)CC1
  A: -15; B: -2.0; C: 17%; D: -1; E: -2%[0.0914 µM]; F: -6%; G: -0.4; H: -6%; I: 6%
> CCOc1ccc(Nc2cc(C(=O)NCc3ccccc3Cl)c3ccccc3n2)cc1
  A: .; B: -0.5; C: -2%; D: -3; E: 14%; F: -10%; G: 0.1; H: -15%; I: -20%
> COc1ccc(CCNC(=O)COc2ccc(N(C)S(=O)(=O)c3ccc(Cl)cc3)cc2)cc1
  A: 6; B: 0.5; C: 30%[57.1 µM]; D: -5; E: 11%[57.1 µM]; F: 12%; G: 0.8; H: -19%; I: 10%
